# Pf Dd2 growth = inhibitors of Plasmodium falciparum Dd2 growth; P. falciparum Dd2 growth, SYBR Green, 72 h; stronger effect = lower value; activity change, % at 10 µM; hit rate 2.3% among 94,000; AID 1159554; in the data active = activity change below about -80%; inconclusive = no clear call, values can overlap the other calls
# T cruzi growth = blocks T. cruzi growth in NIH3T3 culture. T. cruzi beta-gal in NIH3T3, GalScreen luminescence, 90 h. inhibition, % at 8.34 µM. hit rate 5.9% among 77,000;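 active = mean inhibition above about 93%, with at least 55% of replicates each passing it, limit read from the data, passing the limit was not always enough; inconclusive = only one of those two conditions holds; inactive = neither condition holds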
# C diff growth = inhibitors of Clostridium difficile growth; Clostridium difficile clinical isolate growth, OD600, 24 h; stronger effect = lower value; growth activity, negative = inhibition, % at 16 µg/mL (by protocol); hit rate 0.25% among 86,000;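 active = mean growth activity at or below -80% and every replicate also at or below -80%; inconclusive = mean at or below -80% but some replicate above -80%; inactive = mean growth activity above -80%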;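 also: 0% = DMSO wells and -100% = levofloxacin 16 µg/mL wells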
# KDM4C inh = blocks human GASC-1 (KDM4C) demethylase activity; GST-KDM4C 2-372, H3K9me3 peptide, LANCE TR-FRET; inhibition, % at 12.5 µM; hit rate 0.15% among 96,000;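 active = mean replicate inhibition above about 25%, with at least 55% of replicates also reaching it, limit read from the data, passing the limit was not always enough; inconclusive = only one of those two conditions met; inactive = neither condition met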
# Target sequence (Q9H3R0 2-372 limits assumed): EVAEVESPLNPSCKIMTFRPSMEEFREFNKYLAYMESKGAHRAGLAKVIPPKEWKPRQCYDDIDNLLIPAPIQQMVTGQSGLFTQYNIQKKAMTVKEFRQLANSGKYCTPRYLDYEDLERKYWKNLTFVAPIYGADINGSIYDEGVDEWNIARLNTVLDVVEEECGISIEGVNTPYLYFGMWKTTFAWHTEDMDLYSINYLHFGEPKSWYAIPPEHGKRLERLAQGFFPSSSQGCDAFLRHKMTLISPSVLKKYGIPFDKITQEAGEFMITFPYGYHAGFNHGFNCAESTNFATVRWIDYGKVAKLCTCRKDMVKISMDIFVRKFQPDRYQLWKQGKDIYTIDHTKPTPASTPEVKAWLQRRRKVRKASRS
#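 Test system – GST-tagged GASC-1 (JMJD2C) catalytic fragment, aa 2-372 · Medium – HEPES buffer, pH 7.5, plus ascorbate · Reagent – H3K9me3 peptide with Fe(II)/2OG · Compound – one test concentration per compound · Timing – 30 min reaction, 60 min detection, RT · Technique – TR-FRET with Eu antibody and ULight streptavidin, EDTA stop · Read-out basis – inhibition from TR-FRET ratio decrease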
# * hit, by the source's call; ? = inconclusive; / = no result given.
# Every second line gives: Pf Dd2 growth	T cruzi growth	C diff growth	KDM4C inh
> C[C@@H]1CN([C@H](C)CO)C(=O)c2cc(NS(=O)(=O)c3ccccc3)ccc2O[C@@H](C)CCCCO[C@@H]1CN(C)C(=O)c1ccncc1
→ -23.5	-96.8	/	0.4
> COc1ccc2c3c(n(C)c2c1)[C@H](CO)N(C)CC31CCN(CC2CC2)CC1
→ -76.8	/	6.0	-0.3
> O=C(Nc1ccc2c(c1)OCO2)N[C@H]1C=C[C@@H](CC(=O)N2CCN(c3ccccc3)CC2)O[C@H]1CO
→ -1.7	16.7	/	0.3
> C[C@@H]1CN([C@H](C)CO)C(=O)c2cccc(NC(=O)C3CCCCC3)c2O[C@@H]1CN(C)Cc1ccc2c(c1)OCO2
→ -21.0	16.0	4.1	-1.5
> O=C(Nc1cc(F)ccc1F)N[C@H]1CC[C@@H](CCNC(=O)c2cnccn2)O[C@H]1CO
→ 5.6	-24.2	/	-0.4
> O=C([C@@H]1[C@@H](CO)[C@@H]2Cn3c(cccc3=O)[C@@H]2N1Cc1cocn1)N1CCC(Cc2ccccc2)CC1
→ /	87.7	-7.1	-0.4
> C[C@@H]1CCCCO[C@@H](CN(C)S(=O)(=O)c2cccs2)[C@@H](C)CN([C@H](C)CO)C(=O)c2cc(NC(=O)c3ccncc3)ccc2O1
→ -33.8	/	/	-1.0
> C[C@H](CO)N1C[C@H](C)[C@H](CN(C)CC2CCCCC2)OCCCC[C@H](C)Oc2ccc(NC(=O)Nc3ccc(C(F)(F)F)cc3)cc2C1=O
→ -78.2	95.0*	-82.1*	-0.5
> C[C@H](CO)N1C[C@H](C)[C@H](CN(C)Cc2ccc(-c3ccccc3)cc2)Oc2ccc(NS(=O)(=O)c3ccc(F)cc3)cc2C1=O
→ 0.3	74.7	18.9	5.0
> C/C=C/c1ccc([C@@H]2[C@@H](CO)N(C(=O)CC)C23CN(S(C)(=O)=O)C3)cc1
→ -19.9	/	3.8	-0.1
> CCC(=O)N(C)C[C@H]1Oc2cc(-c3ccncc3)ccc2S(=O)(=O)N([C@@H](C)CO)C[C@H]1C
→ 17.3	65.2	2.9	4.8
> CCCNC(=O)N1CC2(CCN(C(=O)Cc3cccnc3)CC2)c2c([nH]c3cc(OC)ccc23)[C@@H]1CO
→ -0.4	/	4.8	-0.4
> COc1ccc(-c2ccc3c(c2)[C@H]2[C@H](CCN2C(=O)C2CCC2)[C@H](CO)N3C)cc1
→ -67.3	/	-6.4	8.4
> Cc1noc(C)c1NC(=O)Nc1ccc2c(c1)C(=O)N([C@@H](C)CO)C[C@@H](C)[C@H](CN(C)Cc1ccc(C(=O)O)cc1)OCCCC[C@H](C)O2
→ 49.1	9.5	-1.1	0.2
> CO[C@@H]1CN(C)C(=O)c2ccc(NC(=O)Nc3cccc(F)c3)cc2OC[C@H](C)NC[C@H]1C
→ -82.4*	102.1*	/	0.3

# Single records (already shown):
# Profile of COc1ccc(-c2ccc3c(c2)[C@H]2[C@H](CCN2C(=O)C2CCC2)[C@H](CO)N3C)cc1 : Pf Dd2 growth = -67.3; T cruzi growth = /; C diff growth = -6.4; KDM4C inh = 8.4
# Profile of C[C@@H]1CCCCO[C@@H](CN(C)S(=O)(=O)c2cccs2)[C@@H](C)CN([C@H](C)CO)C(=O)c2cc(NC(=O)c3ccncc3)ccc2O1 : Pf Dd2 growth = -33.8; T cruzi growth = /; C diff growth = /; KDM4C inh = -1.0

# (cont.)
# Every second line gives: Pf Dd2 growth	T cruzi growth	C diff growth	KDM4C inh
> COc1cccc(NC(=O)C[C@H]2CC[C@H]3[C@@H](COc4ccc(NC(=O)c5ccccc5F)cc4C(=O)N3C)O2)c1
→ 18.2	/	1.6	-0.8
> O=C(C[C@H]1CC[C@@H]2[C@H](COC[C@H](O)CN2C(=O)c2ccccc2)O1)NC1Cc2ccccc2C1
→ 5.2	-13.3	/	0.0
> CO[C@@H]1CN(C)C(=O)c2ccc(NC(=O)Nc3cc(F)ccc3F)cc2OC[C@@H](C)N(C(=O)c2ccccn2)C[C@@H]1C
→ -29.4	/	/	0.7
> CC(=O)N(C)C[C@@H]1Oc2cc(C#Cc3ccncc3)ccc2S(=O)(=O)N([C@H](C)CO)C[C@@H]1C
→ -29.1	-14.0	14.5	2.2
> CCCC#Cc1ccc2c(c1)O[C@H](CN(C)C(=O)CC)[C@@H](C)CN([C@H](C)CO)S2(=O)=O
→ -4.1	94.9*	2.0	0.5
> O=C(c1cccc(F)c1)N1CCCCN2[C@H](CO)[C@H](c3ccc(-c4cccnc4)cc3)[C@@H]2C1
→ 0.6	?	-4.5	0.1
> COc1ccc(NC(=O)N[C@H]2CC[C@@H](CCNC(=O)Nc3cc(F)ccc3F)O[C@H]2CO)cc1
→ -7.4	37.8	-8.3	0.2
> N#C[C@@H]1[C@@H](c2ccccc2C2=CCCC2)[C@@H](CO)N1C(=O)NC1CCCC1
→ -76.4	/	-2.2	-1.9
> CC(C)NC(=O)N[C@H]1C=C[C@@H](CC(=O)NC2Cc3ccccc3C2)O[C@H]1CO
→ -2.5	-11.3	-0.5	-1.0
> C[C@@H]1CN([C@@H](C)CO)S(=O)(=O)c2ccc(-c3ccc(F)cc3)cc2O[C@@H]1CN(C)C(=O)c1ccccc1F
→ -20.9	88.1	-6.7	-1.6
> Cc1ccccc1-c1ccc([C@@H]2[C@H]3CN(S(C)(=O)=O)CCCCN3[C@H]2CO)cc1
→ 47.9	41.5	-14.0	0.5
> C[C@@H]1CN([C@@H](C)CO)C(=O)c2cc(NC(=O)Nc3ccc4c(c3)OCO4)ccc2O[C@@H](C)CCCCO[C@@H]1CN(C)S(=O)(=O)c1ccccc1
→ -72.4	88.5	3.3	0.0
> CC(C)CC#Cc1cnc2c(c1)C(=O)N([C@@H](C)CO)C[C@@H](C)[C@@H](CN(C)C(=O)Cc1cccnc1)O2
→ 13.6	-7.3	/	0.1
> CN1c2ccc(Br)cc2[C@H]2[C@H](CCN2C(=O)Nc2cc(F)ccc2F)[C@H]1CO
→ -4.8	?	56.1	0.9
> O=C(C[C@@H]1CC[C@@H]2[C@H](COC[C@H](O)CN2C(=O)Nc2ccc(C(F)(F)F)cc2)O1)NCCc1ccncc1
→ -9.9	53.2	-29.7	-0.7
> COCC(=O)N1CC2(C1)[C@H](c1ccccc1)[C@H](CO)N2C(=O)c1ccncc1
→ -53.5	/	-2.1	-1.4
> Cc1noc(C)c1NC(=O)Nc1ccc2c(c1)C(=O)N([C@H](C)CO)C[C@H](C)[C@H](CN(C)Cc1ccc(C(F)(F)F)cc1)OCCCC[C@H](C)O2
→ -14.7	62.6	9.4	0.6
> C[C@H](CO)N1C[C@H](C)[C@H](CN(C)S(=O)(=O)c2ccccc2C#N)OCc2ccccc2-c2c(n(C)c3ccccc23)C1=O
→ -42.6	108.5*	-2.9	0.4
> C[C@@H]1CCCCO[C@H](CN(C)C(=O)C2CCCCC2)[C@H](C)CN([C@@H](C)CO)C(=O)c2cc(NS(C)(=O)=O)ccc2O1
→ -3.6	100.2*	-4.4	-0.7
> COc1cccc(-c2cnc3c(c2)C(=O)N([C@H](C)CO)C[C@H](C)[C@H](CN(C)C(=O)CN(C)C)O3)c1
→ 25.1	54.5	-3.2	5.0
> C[C@H](CO)N1C[C@H](C)[C@@H](CN(C)C(=O)c2ccncc2)Oc2cc(C#CC3CC3)ccc2S1(=O)=O
→ -31.9	77.6	6.6	0.4
> CCCNC(=O)N[C@@H]1CC[C@H](CCn2cc(-c3cccc(F)c3)nn2)O[C@@H]1CO
→ 5.6	7.9	/	0.2
> CN(C)C(=O)C[C@@H]1C[C@@H]2c3cc(NC(=O)c4ccc5c(c4)OCO5)ccc3O[C@@H]2[C@H](CO)O1
→ 7.9	-59.5	0.5	-0.9
> C[C@@H]1CN([C@@H](C)CO)C(=O)c2cc(NC(=O)c3ccccc3)ccc2O[C@@H](C)CCCCO[C@@H]1CN(C)Cc1ccc2c(c1)OCO2
→ -68.7	/	-1.0	-3.8
> C[C@@H]1CN([C@H](C)CO)C(=O)c2cc(NC(=O)Cc3ccccc3)ccc2O[C@@H]1CN(C)S(=O)(=O)c1cn(C)cn1
→ 25.4	58.0	/	-1.2
> C[C@H](CO)N1C[C@H](C)[C@H](CN(C)Cc2ccc(Cl)c(Cl)c2)Oc2ccc(NC(=O)c3ccncc3)cc2CC1=O
→ -2.6	37.8	-21.2	1.5
> CO[C@@H]1CN(C)C(=O)c2ccc(NC(=O)Nc3ccccc3)cc2OC[C@H](C)N(C(=O)CN(C)C)C[C@H]1C
→ -59.9	1.6	/	-0.8
> C[C@@H]1CN([C@@H](C)CO)C(=O)c2cc(C#CC(C)(C)O)cnc2O[C@H]1CN(C)Cc1cccc(F)c1
→ 21.8	/	/	-1.1
> C[C@@H]1CN([C@H](C)CO)C(=O)c2cc(C#C[C@@H](C)O)cnc2O[C@@H]1CN(C)C(=O)CC1CC1
→ /	-1.8	3.1	0.0
> CO[C@@H](CN(C)S(=O)(=O)c1ccc(C)cc1)[C@H](C)CN([C@@H](C)CO)S(=O)(=O)c1cccc(Cl)c1
→ -25.2	1.3	/	-0.3
> CCCNC(=O)N(C)C[C@@H]1Oc2ncc(C#CC(C)C)cc2C(=O)N([C@H](C)CO)C[C@@H]1C
→ 11.0	-86.6	24.5	/
> CC(C)NC(=O)N(C)C[C@@H]1Oc2ccc(NC(=O)c3ccncc3)cc2C(=O)N([C@@H](C)CO)C[C@@H]1C
→ 11.1	-5.9	1.8	-0.2
> O=C(NC1CCCCC1)N1CC2(C1)[C@H](c1ccccc1)[C@@H](CO)N2S(=O)(=O)Cc1ccccc1
→ -4.4	/	-10.2	2.1
> C[C@@H]1CCCCO[C@@H](CN(C)C(=O)Nc2ccccc2)[C@H](C)CN([C@H](C)CO)C(=O)c2cc(NC(=O)Nc3ccccc3)ccc2O1
→ -50.5	98.8*	-2.4	-2.8
> COc1ccc(S(=O)(=O)N(C)C[C@H]2Oc3ccc(NS(=O)(=O)c4ccccc4)cc3CC(=O)N([C@@H](C)CO)C[C@H]2C)cc1
→ -44.5	36.7	9.0	-3.0
> O=C(Nc1ccccc1F)N1C[C@@H]2[C@H](c3ccccc31)[C@@H](CO)N2C(=O)C1CC1
→ 12.4	-8.7	-2.1	-1.5
> COc1ccc(S(=O)(=O)N[C@H]2CC[C@H](CC(=O)NCCc3ccncc3)O[C@@H]2CO)cc1
→ -9.6	23.1	0.7	0.2
> COc1cccc(NC(=O)N[C@H]2CC[C@H](CC(=O)Nc3ccc(-c4ccccc4)cc3)O[C@@H]2CO)c1
→ -6.8	12.7	/	-0.8
> C[C@@H]1CN([C@H](C)CO)C(=O)c2cc(NC(=O)Nc3ccc(F)cc3)ccc2O[C@@H](C)CCCCO[C@H]1CN(C)Cc1ccc(C(=O)O)cc1
→ 39.5	16.3	2.0	-0.1
> CC(C)CC#Cc1cnc2c(c1)C(=O)N([C@H](C)CO)C[C@@H](C)[C@H](CN(C)CC1CCOCC1)O2
→ 35.3	33.1	2.4	-2.0
> C[C@H]1CN([C@@H](C)CO)C(=O)c2cc(NC(=O)CCCN(C)C)ccc2O[C@@H]1CN(C)Cc1ccc(Cl)c(Cl)c1
→ 3.3	-37.3	-4.9	10.0
> CCCNC(=O)N1CC2(CN(CC3CC3)C2)c2c([nH]c3cc(OC)ccc23)[C@@H]1CO
→ -11.0	/	5.4	1.2
> Cc1ccc(S(=O)(=O)N(C)C[C@@H]2Oc3ncc(Br)cc3C(=O)N([C@@H](C)CO)C[C@@H]2C)cc1
→ 41.4	/	-1.8	-1.2
> C[C@@H]1CCCCO[C@H](CN(C)Cc2ccc(C(F)(F)F)cc2)[C@@H](C)CN([C@H](C)CO)C(=O)c2cc(NC(=O)NC3CCCCC3)ccc2O1
→ 1.4	60.8	3.9	20.1
> O=C(C[C@H]1C[C@@H]2c3cc(NC(=O)Nc4ccccc4F)ccc3O[C@@H]2[C@@H](CO)O1)NCc1ccncc1
→ -4.5	6.8	-4.9	-0.6

# A few values from the entries so far.
# Pf Dd2 growth result of CCCNC(=O)N(C)C[C@@H]1Oc2ncc(C#CC(C)C)cc2C(=O)N([C@H](C)CO)C[C@@H]1C = 11.0
# KDM4C inh result of CCCNC(=O)N1CC2(CN(CC3CC3)C2)c2c([nH]c3cc(OC)ccc23)[C@@H]1CO = 1.2

# (list continues)
# Every second line gives: Pf Dd2 growth	T cruzi growth	C diff growth	KDM4C inh
> C[C@@H]1CN([C@@H](C)CO)S(=O)(=O)c2ccc(-c3cccc(C(=O)N(C)C)c3)cc2O[C@@H]1CN(C)C(=O)Cc1ccccn1
→ 19.3	/	-1.6	0.0
> C[C@@H]1CN([C@H](C)CO)C(=O)c2cccc(NS(C)(=O)=O)c2O[C@H]1CN(C)CC1CC1
→ -3.0	27.1	3.4	-0.3
> COc1ccc(S(=O)(=O)N(C)C[C@@H]2Oc3ccc(NC(=O)CCC(F)(F)F)cc3C(=O)N([C@H](C)CO)C[C@@H]2C)cc1
→ 1.4	/	0.8	-0.5
> CC(C)NC(=O)N(C)C[C@H]1Oc2c(NC(=O)CCCCCC(=O)Nc3ccccc3N)cccc2C(=O)N([C@@H](C)CO)C[C@@H]1C
→ 34.6	/	-6.0	0.2
